STEP inh = STEP phosphatase inhibitors, primary screen, biochemical, fluorescence intensity, uHTS. Tyrosine-protein phosphatase non-receptor type 5 (Homo sapiens), P54829. recombinant STEP, OMFP fluorogenic substrate. inhibition, % at 20 µM. 360,000 tested, 0.25% active;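 active means inhibition at 20 µM, scaled per plate between control wells, above about 37%, limit read from the data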;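 further: 0% = DMSO with enzyme and substrate and 100% = substrate only without enzyme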
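Material: STEP (striatal-enriched tyrosine phosphatase) enzyme, cell-free; Compound dosing: 20 µM single dose in 1% DMSO; Technique: fluorescence read at 480 nm ex / 540 nm em; Times: reaction 20 min, ambient temperature; Medium: 50 mM Bis-Tris pH 6.0 with 2.5 mM DTT and 0.005% Tween 20; Also added: OMFP at 25 µM.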
DNMT1 inh = human DNMT1 methyltransferase inhibitors, primary screen, biochemical, molecular beacon, fluorescence, HinP1I cleavage, uHTS | DNA (cytosine-5)-methyltransferase 1 (Homo sapiens), P26358 | inhibition (reported as % activation of signal), % at 10 µM | 360,000 tested, 0.83% active | AID 588458, 2011; in the data active means inhibition above about 50%
MsrA inh = bovine MsrA enzyme inhibitors, primary screen, biochemical, absorbance, HTS. Methionine sulfoxide reductase A (Bos taurus). purified bovine MsrA, absorbance read-out. inhibition, % at 15.5 µM. 360,000 tested, 0.75% active; in the data active means inhibition above about 4.5%;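 further: 0% = vehicle wells with enzyme and 100% = reference inhibitor wells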
NadD inh = inhibitors of S. aureus NadD, primary screen, biochemical, colorimetric, uHTS; purified NadD enzyme, colorimetric absorbance read-out; Nicotinate-nucleotide adenylyltransferase NadD (Staphylococcus aureus N315); 360,000 tested, 0.78% active; inhibition, % at 20 µM; in the data active means inhibition above about 26%; further: some compounds past the cut are filed as inactive
SUMO1 PPI mod = modulators of SUMO1 protein-protein interactions, primary screen, biochemical, uHTS; AID 602429, 2012; 360,000 tested, 0.33% active; Small ubiquitin-related modifier 1 (Homo sapiens), P63165; inhibition, % at 20 µM; SUMO1 binding to a labelled peptide, TR-FRET, 1 h; in the data active means inhibition above about 37%
Target sequence (P63165 whole entry, looked up): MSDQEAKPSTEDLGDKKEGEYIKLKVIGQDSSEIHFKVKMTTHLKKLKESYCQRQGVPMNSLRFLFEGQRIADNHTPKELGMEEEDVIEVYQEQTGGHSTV
Rpn11 block = Rpn11 (PSMD14) deubiquitinase inhibitors, primary screen, biochemical, fluorescence polarization, uHTS | 26S proteasome non-ATPase regulatory subunit 14 (Homo sapiens), O00487 | human 26S proteasome, Ub4-pepOG fluorescence polarization; 20S core pre-blocked with epoxomicin | calls only at 20 µM | 360,000 tested, 0.59% active | AID 588493, 2011;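 active means inhibition at 20 µM, scaled to each plate's controls, above about 33%, limit read from the data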
Target sequence (O00487 whole entry, looked up): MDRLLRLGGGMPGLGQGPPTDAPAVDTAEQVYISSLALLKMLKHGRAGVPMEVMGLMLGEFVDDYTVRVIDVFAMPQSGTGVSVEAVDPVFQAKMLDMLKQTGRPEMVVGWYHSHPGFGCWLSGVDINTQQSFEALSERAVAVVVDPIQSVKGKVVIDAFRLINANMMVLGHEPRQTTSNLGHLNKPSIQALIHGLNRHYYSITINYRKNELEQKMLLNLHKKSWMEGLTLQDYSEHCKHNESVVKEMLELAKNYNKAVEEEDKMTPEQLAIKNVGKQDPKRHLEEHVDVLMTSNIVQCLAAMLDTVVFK
Tb MetRS inh = T. brucei MetRS inhibitors, primary screen, biochemical, luminescence; 360,000 tested, 0.4% active; methionyl-tRNA synthetase (Trypanosoma brucei brucei); purified T. brucei MetRS, ATP depletion, Kinase-Glo luminescence; inhibition, % at 11.9 µM; AID 624268, 2012;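 active means inhibition above a per-plate cutoff of the control wells' mean inhibition plus 3 SD, cut at about 5.5% in these data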;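 further: 0% = DMSO wells median and 100% = median of wells with control inhibitor compound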
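technique = Kinase-Glo luminescence, ATP depletion format | system = purified MetRS (methionyl-tRNA synthetase) enzyme from Trypanosoma brucei | timing = 15 min preincubation, 2 h reaction, all 25 °C | evaluation = percent inhibition versus plate control medians | dosing = single dose, 11.9 µM final nominal, 0.9% final DMSO | also added = substrates ATP, L-methionine and bulk Escherichia coli tRNA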
LMPTP block = LMPTP phosphatase inhibitors, primary screen, biochemical, fluorescence intensity, uHTS. Low molecular weight phosphotyrosine protein phosphatase (Homo sapiens), P24666. recombinant LMPTP-A, OMFP fluorogenic substrate. inhibition, % at 20 µM. 360,000 tested, 0.22% active. AID 651560, 2012;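 active means compounds that cut the enzyme signal by at least half of the control window in the single-dose screen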;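 further: plate controls were DMSO wells with enzyme plus substrate for no effect and substrate without enzyme for full effect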
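Test system: LMPTP-A, protein tyrosine phosphatase of low molecular weight; Input: 0.625 nM enzyme; Incubation: 50 min dark incubation at room temperature; Signal: endpoint fluorescence intensity from OMFP dephosphorylation; Read-out basis: % inhibition versus control wells.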
Scp-1 inhibitor = Scp-1 phosphatase inhibitors, primary screen, biochemical, colorimetric, uHTS | Carboxy-terminal domain RNA polymerase II polypeptide A small phosphatase 1 (Homo … | Recombinant Scp1, phosphopeptide, malachite green phosphate absorbance | inhibition, % at 20 µM | 340,000 tested, 0.88% active;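 active means inhibition above about 50% at 20 µM, limit read from the data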;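 further: plate controls were DMSO wells with enzyme for no effect and wells lacking enzyme for full effect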
Target sequence (Q9GZU7 76-261 limits assumed): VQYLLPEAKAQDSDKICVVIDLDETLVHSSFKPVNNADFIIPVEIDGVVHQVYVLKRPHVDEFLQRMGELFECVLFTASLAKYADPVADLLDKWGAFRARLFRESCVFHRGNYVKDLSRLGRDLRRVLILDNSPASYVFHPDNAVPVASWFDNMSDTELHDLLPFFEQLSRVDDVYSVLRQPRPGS
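Test system: SCP-1 catalytic domain; Buffer or medium: Acidic Tris acetate buffer with magnesium and detergent; Also added: Phosphorylated 17-residue peptide substrate; Compound: single 20 µM dose, 1% DMSO; Schedule: enzyme reaction 45 min at room temperature, colour 5 min, stabilisation 30 min; Signal: Phosphate-binding colour reagent, absorbance read at 630 nm.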
CSN inh = inhibitors of CSN-mediated cullin deneddylation, primary screen, biochemical, fluorescence polarization, uHTS. inhibition, % at 12.5 µM. COP9 signalosome complex subunit 5 (Homo sapiens), Q92905. Purified CSN, SCF-Nedd8-OG deneddylation. 360,000 tested, 0.38% active;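 active means pattern-corrected inhibition above about 35%, with an unprinted fluorescence ratio check between 0.5 and 1.5, limit read from the data, passing the limit was not always enough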;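 further: 0% = enzyme with substrate and 100% = substrate without enzyme; some results filed as inactive read as strong as hits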
Target sequence (Q92905 whole entry, looked up, one chain of several): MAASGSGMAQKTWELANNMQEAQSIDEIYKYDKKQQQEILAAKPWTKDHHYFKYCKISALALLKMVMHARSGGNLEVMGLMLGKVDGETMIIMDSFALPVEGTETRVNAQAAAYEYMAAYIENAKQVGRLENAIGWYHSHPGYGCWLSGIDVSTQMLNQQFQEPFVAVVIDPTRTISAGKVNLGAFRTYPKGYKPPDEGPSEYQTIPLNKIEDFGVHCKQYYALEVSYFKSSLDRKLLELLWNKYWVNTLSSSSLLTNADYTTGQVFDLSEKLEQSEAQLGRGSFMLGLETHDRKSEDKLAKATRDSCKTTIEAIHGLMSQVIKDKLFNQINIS
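Assay system: HEK293T-derived human Csn5 enzyme; quantity: 0.24 nM enzyme; medium: Tris/NaCl/DTT buffer, pH 7.5; also added: substrate SCFSkp2-Nedd8OG, 10 nM; doses: 12.5 µM compound; schedule: 90 min reaction at room temperature; signal: FP; read-out: % inhibition of substrate cleavage by Csn5; benchmarks: substrate-only high control, full reaction low control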
The depositor's hits bear a star.

`O=C(COc1ccc(S(=O)(=O)N2CCOCC2)cc1)NCc1ccco1` gave STEP inh 1, DNMT1 inh 3, MsrA inh 0.2, NadD inh 0, SUMO1 PPI mod 2, Rpn11 block inactive, Tb MetRS inh 0.2, LMPTP block -0.1, Scp-1 inhibitor -2 and CSN inh -1.
Cc1ccc(S(=O)(=O)NCc2ccccc2)cc1C(=O)N1CCCCC1 was read as STEP inh 0, DNMT1 inh 0, MsrA inh -1.3, NadD inh 0, SUMO1 PPI mod -4, Rpn11 block inactive, Tb MetRS inh -0.4, LMPTP block -0.3, Scp-1 inhibitor 10 and CSN inh -1.
`Cc1cc(NS(=O)(=O)c2ccc(NC(=O)c3cc(-c4ccccc4Cl)nc4ccccc34)cc2)no1` gave STEP inh -4, DNMT1 inh 10, MsrA inh -0.2, NadD inh 19, SUMO1 PPI mod 2, Rpn11 block inactive, Tb MetRS inh -0.1, LMPTP block 0.1, Scp-1 inhibitor 0 and CSN inh 2.
For COC(=O)NN1C(=O)C(c2ccccc2)=C(c2ccc(Cl)cc2)C1=O the results were STEP inh 0, DNMT1 inh 0, MsrA inh -0.3, NadD inh 7, SUMO1 PPI mod -14, Rpn11 block inactive, Tb MetRS inh 0.3, LMPTP block 2.3, Scp-1 inhibitor -4 and CSN inh 3.
For COc1ccc(NC(=O)C(=O)NCCN2CCN(C(=O)C(c3ccccc3)c3ccccc3)CC2)cc1 the results were STEP inh -4, DNMT1 inh -2, MsrA inh 1.4, NadD inh -2, SUMO1 PPI mod 4, Rpn11 block inactive, Tb MetRS inh 0.0, LMPTP block -2.3, Scp-1 inhibitor -6 and CSN inh 2.
Screening CCc1cc(=O)oc2cc(OC(C)C(=O)NCC(O)c3ccccc3)c(Cl)cc12 (configuration not stated) returned STEP inh -1, DNMT1 inh 0, MsrA inh 0.7, NadD inh -4, SUMO1 PPI mod 1, Rpn11 block inactive, Tb MetRS inh 0.3, LMPTP block -0.1, Scp-1 inhibitor -5 and CSN inh 2.
Screening CC(=O)O/N=C(/c1nonc1N)N(C)C returned STEP inh 2, DNMT1 inh 1, MsrA inh 1.8, NadD inh -1, SUMO1 PPI mod 1, Rpn11 block inactive, Tb MetRS inh 0.1, LMPTP block -1.0, Scp-1 inhibitor -6 and CSN inh -7.
CN=C1SC(CC(=O)Nc2cccc(C(F)(F)F)c2)C(=O)N1C (configuration not stated) was read as STEP inh -3, DNMT1 inh 1, MsrA inh 1.1, NadD inh -7, SUMO1 PPI mod -1, Rpn11 block inactive, Tb MetRS inh -0.7, LMPTP block -0.8, Scp-1 inhibitor 6 and CSN inh 1.
For Cc1csc2nc(CNC(=O)CCC(=O)O)cn12 the results were STEP inh -2, DNMT1 inh -2, MsrA inh -0.7, NadD inh 0, SUMO1 PPI mod 3, Rpn11 block inactive, Tb MetRS inh 0.2, LMPTP block -0.6, Scp-1 inhibitor -17 and CSN inh -2.
For NS(=O)(=O)c1cccc(NC(=O)COc2ncnc3c2cnn3-c2ccccc2)c1 the results were STEP inh 0, DNMT1 inh -1, MsrA inh -0.7, NadD inh 7, SUMO1 PPI mod 2, Rpn11 block inactive, Tb MetRS inh 0.2, LMPTP block -1.8, Scp-1 inhibitor -3 and CSN inh -7.
Cc1ccc(NC(=O)CCN2C(=O)c3ccncc3C2=O)cc1 was read as STEP inh 7, DNMT1 inh 0, MsrA inh 0.2, NadD inh -2, SUMO1 PPI mod -9, Rpn11 block inactive, Tb MetRS inh 0.6, LMPTP block -0.9, Scp-1 inhibitor 6 and CSN inh 0.
CC/C(=N\NC(=O)c1ccc2c(c1)OCO2)C12CC3CC(CC(C3)C1)C2 was read as STEP inh -3, DNMT1 inh -2, MsrA inh -0.2, NadD inh 1, SUMO1 PPI mod -2, Rpn11 block inactive, Tb MetRS inh -0.9, LMPTP block -2.2, Scp-1 inhibitor -6 and CSN inh 1.
Screening O=C(NCc1ccc(F)cc1)c1nc(-c2cccs2)no1 returned STEP inh -1, DNMT1 inh 1, MsrA inh 0.1, NadD inh 3, SUMO1 PPI mod 1, Rpn11 block inactive, Tb MetRS inh -0.5, LMPTP block -0.8, Scp-1 inhibitor -10 and CSN inh -1.
For COc1ccc(S(=O)(=O)N2CCOC2CNC(=O)C(=O)NCc2ccc3c(c2)OCO3)cc1OC (configuration not stated) the results were STEP inh 1, DNMT1 inh -3, MsrA inh 1.7, NadD inh 3, SUMO1 PPI mod 0, Rpn11 block inactive, Tb MetRS inh -0.2, LMPTP block 1.4, Scp-1 inhibitor -5 and CSN inh 4.
COc1ccc(OCCSc2nnc(CCNC(=O)c3ccc(OC)cc3)n2C)cc1 was read as STEP inh -3, DNMT1 inh 7, MsrA inh 0.8, NadD inh -7, SUMO1 PPI mod 1, Rpn11 block inactive, Tb MetRS inh -2.1, LMPTP block -0.1, Scp-1 inhibitor -2 and CSN inh -6.

3 compounds already listed, arranged by count of non-hydrogen atoms, ascending:
Screening CC(=O)O/N=C(/c1nonc1N)N(C)C returned STEP inh 2, DNMT1 inh 1, MsrA inh 1.8, NadD inh -1, SUMO1 PPI mod 1, Rpn11 block inactive, Tb MetRS inh 0.1, LMPTP block -1.0, Scp-1 inhibitor -6 and CSN inh -7.
`O=C(COc1ccc(S(=O)(=O)N2CCOCC2)cc1)NCc1ccco1` gave STEP inh 1, DNMT1 inh 3, MsrA inh 0.2, NadD inh 0, SUMO1 PPI mod 2, Rpn11 block inactive, Tb MetRS inh 0.2, LMPTP block -0.1, Scp-1 inhibitor -2 and CSN inh -1.
For COc1ccc(S(=O)(=O)N2CCOC2CNC(=O)C(=O)NCc2ccc3c(c2)OCO3)cc1OC (configuration not stated) the results were STEP inh 1, DNMT1 inh -3, MsrA inh 1.7, NadD inh 3, SUMO1 PPI mod 0, Rpn11 block inactive, Tb MetRS inh -0.2, LMPTP block 1.4, Scp-1 inhibitor -5 and CSN inh 4.

Additional records follow:
Screening COc1ccccc1/C=C/C=N\N1CCN(Cc2ccccc2Cl)CC1 returned STEP inh 0, DNMT1 inh 4, MsrA inh 1.7, NadD inh 8, SUMO1 PPI mod 0, Rpn11 block inactive, Tb MetRS inh 0.3, LMPTP block -0.7, Scp-1 inhibitor -12 and CSN inh -4.
`O=C(NCCCN1CCOCC1)c1cc(S(=O)(=O)N2CCCCC2)ccc1Cl` gave STEP inh -2, DNMT1 inh 5, MsrA inh -0.8, NadD inh 1, SUMO1 PPI mod 36, Rpn11 block inactive, Tb MetRS inh -0.2, LMPTP block -3.4 and CSN inh 4.
Screening CCc1nnc(NS(=O)(=O)c2ccc(NC(=O)c3ccc(Br)cc3)cc2)s1 returned STEP inh -1, DNMT1 inh -2, MsrA inh 0.0, NadD inh -3, SUMO1 PPI mod 5, Rpn11 block inactive, Tb MetRS inh 0.1, LMPTP block -0.6, Scp-1 inhibitor -9 and CSN inh -2.
Cc1ccccc1S(=O)(=O)N(C)C[C@@H]1OCc2cnnn2CCCC(=O)N([C@@H](C)CO)C[C@H]1C was read as STEP inh 1, DNMT1 inh -14, MsrA inh 0.4, NadD inh -1, SUMO1 PPI mod 4, Rpn11 block inactive, Tb MetRS inh 0.3, LMPTP block -2.9 and CSN inh 1.
`COc1ccccc1NC(=O)CN1C(=O)COc2ccc(S(=O)(=O)N3CCC(C)CC3)cc21` gave STEP inh 3, DNMT1 inh -2, MsrA inh -0.9, NadD inh -3, SUMO1 PPI mod 4, Rpn11 block inactive, Tb MetRS inh -0.2, LMPTP block 2.3, Scp-1 inhibitor -8 and CSN inh 0.
`CC1(C)C2CCC1(C)C(NCC(O)COc1ccc(C#N)cc1)C2` (configuration not stated) gave STEP inh -1, DNMT1 inh -3, MsrA inh -0.7, NadD inh -7, SUMO1 PPI mod -3, Rpn11 block inactive, Tb MetRS inh 0.8, LMPTP block -0.6, Scp-1 inhibitor -4 and CSN inh 3.
For NS(=O)(=O)c1ccc(CCNC(c2ccccc2)c2ccccc2)cc1 the results were STEP inh -2, DNMT1 inh 0, MsrA inh -1.3, NadD inh -6, SUMO1 PPI mod 3, Rpn11 block inactive, Tb MetRS inh -0.6, LMPTP block -0.9, Scp-1 inhibitor -4 and CSN inh 3.
`COc1cc(CC(=O)OCC(=O)Nc2ccc([N+](=O)[O-])cc2)cc(OC)c1OC` gave STEP inh 3, DNMT1 inh -2, MsrA inh 1.1, NadD inh -12, SUMO1 PPI mod -12, Rpn11 block inactive, Tb MetRS inh 0.0, LMPTP block -0.8, Scp-1 inhibitor -5 and CSN inh 2.
CC(C)C(=O)N1CCCC1(C)C(=O)Nc1ccc(F)cc1 (configuration not stated) was read as STEP inh -4, DNMT1 inh 0, MsrA inh -0.9, NadD inh -2, SUMO1 PPI mod 3, Rpn11 block inactive, Tb MetRS inh -0.3, LMPTP block -0.8 and CSN inh -1.
CCc1ccc(S(=O)(=O)NCc2cn3ccccc3n2)s1 was read as STEP inh -5, DNMT1 inh -2, MsrA inh -0.6, NadD inh 0, SUMO1 PPI mod -3, Rpn11 block inactive, Tb MetRS inh -0.6, LMPTP block -2.5, Scp-1 inhibitor 0 and CSN inh -4.
For CCCCn1c(N)c(N(CC)C(=O)c2ccccc2F)c(=O)[nH]c1=O the results were STEP inh 2, DNMT1 inh 0, MsrA inh 1.0, NadD inh -3, SUMO1 PPI mod 0, Rpn11 block inactive, Tb MetRS inh -0.2, LMPTP block -0.2, Scp-1 inhibitor -5 and CSN inh 1.
`CCOc1ccc(NC(=O)CCC(=O)O)cc1` gave STEP inh 0, DNMT1 inh 1, MsrA inh -0.5, NadD inh 4, SUMO1 PPI mod -1, Rpn11 block inactive, Tb MetRS inh -0.2, LMPTP block -2.3, Scp-1 inhibitor -11 and CSN inh -5.

Screens from PubChem BioAssay.

The order is random, and some 3.9% of all compounds hit somewhere here.
